Source: PubChem BioAssay (several laboratories)
HTR5A ag: HTR5A agonism, opioid heterodimer counter-screen | P47898 | HTR5A agonist assay, luminescence, cell-based | activation, % at 9.3 µM | 0.61% of 340,000 active; in the data active = activation mostly above about 9.5%, no sharp cut-off; inactive = mostly below about 7.6%;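 also: 0% = cells with vehicle only and 100% = reference agonist; strong numbers were not always called active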
Target sequence (P47898 whole entry, looked up): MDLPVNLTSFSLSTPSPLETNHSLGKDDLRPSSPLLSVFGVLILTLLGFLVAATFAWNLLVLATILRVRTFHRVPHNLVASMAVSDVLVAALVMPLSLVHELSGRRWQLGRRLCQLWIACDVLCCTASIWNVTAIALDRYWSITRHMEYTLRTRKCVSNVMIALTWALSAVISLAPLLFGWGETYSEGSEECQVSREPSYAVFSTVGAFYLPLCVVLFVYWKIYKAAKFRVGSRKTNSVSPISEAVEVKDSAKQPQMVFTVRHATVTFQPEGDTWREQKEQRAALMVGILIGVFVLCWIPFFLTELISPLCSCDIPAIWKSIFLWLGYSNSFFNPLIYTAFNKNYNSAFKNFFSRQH
OPRM1-OPRD1 inv: mu-delta opioid heterodimer inverse agonism. P35372+P41143. cell-based MOR-DOR heterodimer luminescence. inhibition, % at 9.3 µM. 0.21% of 340,000 active; in the data active = inhibition above about 22%, passing the limit was not always enough;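 also: 0% = cells with DMSO and 100% = wells without cells with DMSO; values of inactives mirror those of a sister screen read the other way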
V-ATPase pHluor: regulators of yeast V-ATPase proton transport | S. cerevisiae, pHLuorin cytosolic pH fluorescence | response, % at 10 µM | 0.37% of 350,000 active; in the data active = response mostly above about 7.3%, no sharp cut-off; inactive = mostly below about 5.4%; also: actives read high; inactives centre near 0; some compounds called inactive have numbers as strong as hits; reference of the scale not given here
LANA DNA inh: blocks KSHV LANA C-terminal domain binding to DNA. MBP-C-LANA/FAM-LBS DNA binding, fluorescence polarization. inhibition, % at 9 µM. 0.078% of 340,000 active. AID 504423;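 active = highest replicate inhibition at or above 60% at 9 µM, even if other replicates fall short; inactive = all replicates below 60% inhibition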;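 also: 0% = neutral control wells and 100% = 4 µM acridine orange control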
OPRM1-OPRD1 ag: agonists of human mu-delta opioid receptor heterodimerization; activation, % at 9.3 µM; P35372+P41143; 0.3% of 340,000 active; AID 504326; cells, OPRM1-OPRD1 heterodimerization, luminescence; in the data active = activation above about 18%;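 also: 0% = vehicle-treated cells and 100% = reference agonist; values of inactives mirror those of a sister screen read the other way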
Cardiac RTF inh: cardiac RTF calcium desensitization | IANBD-labeled cardiac RTF, Ca2+ fluorescence | inhibition, % at 7.15 µM | 0.12% of 340,000 active | P19429+P45379;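 active = inhibition above the mean inhibition of all tested compounds plus 3 SD, cut at about 17% in these data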;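 also: assay run at fixed EC70 calcium of 1.6 mM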
CAL PDZ FP: blocks peptide binding to the human CAL PDZ domain. AID 602252. Q9HD26. purified CAL PDZ, TMR-peptide fluorescence polarization, 1 h. 0.92% of 300,000 active. inhibition, % at 24.9 µM;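 active = mean inhibition of at least 30% with at least half of replicates also reaching 30%; inconclusive = no clear call, values can overlap the other calls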;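 also: 0% = DMSO neutral control and 100% = excess unlabeled competitor peptide PRC23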
RTF Ca sens act: cardiac RTF calcium sensitization; P19429+P45379; IANBD-labeled TnC RTF fluorescence at EC20 calcium; 0% EC20 calcium, 100% full calcium; activation, % at 7.2 µM; 0.24% of 340,000 active;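 active = activation above the mean over all tested compounds plus 3 SD, cut at about 30% in these data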;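 also: rise in fluorescence read as greater calcium sensitivity of cardiac thin filaments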
HTR5A inv ag: HTR5A inverse agonism, opioid heterodimer counter-screen; 0.083% of 340,000 active; AID 504634; inhibition, % at 9.3 µM; HTR5A cell line, luminescence; in the data active = inhibition mostly above about 23%, no sharp cut-off; inactive = mostly below about 18%;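 also: 0% = cells with DMSO and 100% = no-cell wells with DMSO; some compounds called inactive have numbers as strong as hits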
Keap1-Nrf2 PPI: disrupts human Keap1 binding to Nrf2 peptide. 0.15% of 340,000 active. Keap1 Kelch-Nrf2 peptide fluorescence polarization, 1536-well. Q14145. inhibition, % at 9.4 µM. AID 504523; in the data active = inhibition above about 12%; inconclusive = no clear call, values can overlap the other calls; inactive = below about 7.3%;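 also: human Keap1 Kelch domain with fluorescein labeled Nrf2 9mer peptide probe; 0% = neutral control wells and 100% = peptide positive control; higher means more block of Keap1 binding to Nrf2 peptide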
Target sequence (Q14145 whole entry, looked up, the tested form may be a part): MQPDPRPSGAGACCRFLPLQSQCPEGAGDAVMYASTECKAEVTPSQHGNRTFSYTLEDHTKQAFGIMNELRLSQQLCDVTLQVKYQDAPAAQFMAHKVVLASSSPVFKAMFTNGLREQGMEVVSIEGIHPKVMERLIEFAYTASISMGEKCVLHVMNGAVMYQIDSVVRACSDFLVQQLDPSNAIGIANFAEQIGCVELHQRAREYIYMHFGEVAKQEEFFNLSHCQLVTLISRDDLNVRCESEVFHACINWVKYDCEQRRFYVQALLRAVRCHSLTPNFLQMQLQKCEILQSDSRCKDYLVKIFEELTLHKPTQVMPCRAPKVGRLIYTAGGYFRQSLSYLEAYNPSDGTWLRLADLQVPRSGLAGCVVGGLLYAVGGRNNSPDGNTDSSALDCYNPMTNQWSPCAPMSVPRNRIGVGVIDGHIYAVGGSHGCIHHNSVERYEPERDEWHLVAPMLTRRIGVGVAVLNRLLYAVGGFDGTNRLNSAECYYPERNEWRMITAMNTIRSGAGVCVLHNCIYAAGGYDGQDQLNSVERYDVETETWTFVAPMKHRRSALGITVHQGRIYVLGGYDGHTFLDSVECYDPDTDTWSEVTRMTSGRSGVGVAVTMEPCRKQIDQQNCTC
Numbers without * were called inactive; u = inconclusive; x = no result given.

Values run as follows: Keap1-Nrf2 PPI, V-ATPase pHluor, HTR5A inv ag, RTF Ca sens act, OPRM1-OPRD1 ag, Cardiac RTF inh, HTR5A ag, CAL PDZ FP, OPRM1-OPRD1 inv, LANA DNA inh
CN1CCN(CCC(=O)Nc2cccc(F)c2)CC1
→ -1, 1, 19, -5, 0.2, -16, -7, -4, -2, 0.1
NS(=O)(=O)c1ccc(CCNC(=O)CNC(=O)c2ccc(Oc3ccccc3)cc2)cc1
→ -1, 3, -12, -2, -1.0, -5, 4, 7, 5, 1.6
Cc1ccc(C)c(Nc2cc(C)nc3ccccc23)c1
→ 0, 0, -1, 2, -0.7, 3, -4, x, 3, 1.7
O=C(O)CNS(=O)(=O)c1ccc2c3c(cccc13)C(=O)N2
→ -5, -1, -7, -7, -2.0, -2, 2, -5, 10, 6.5
C=CCn1c(SC)nnc1-c1cccc([N+](=O)[O-])c1
→ -3, 1, -11, -1, -3.0, -4, 1, -1, 15, 0.0
COc1ccc(CCNCC(=O)Nc2ccc(C)c(S(=O)(=O)N(C)C)c2)cc1
→ -1, -4, 12, -1, -2.8, 9, -5, -6, 13, 0.6
CC(C)C[C@H]1CNC(=S)N1CC1CCCN1C[C@H](CC(C)C)N1C[C@H](CC(C)C)N(CCc2ccccc2)C1=S (some centres not stated)
→ -5, 3, -4, -1, -2.0, -2, 1, 11, 9, -0.4
CCN(c1cccc(C(F)(F)F)c1)S(=O)(=O)c1ccc2c(c1)CCN2C(C)=O
→ 5, -1, -28, 6, 1.7, 1, -1, -1, -10, -1.2
Cc1cc(NC(=O)c2c(Cl)cnn2C)no1
→ 3, -1, 3, 0, -1.3, -12, -1, -4, 6, 0.6
CCCC[n+]1ccn(C2=C([O-])c3ccccc3C(=O)/C2=N\S(=O)(=O)c2ccc(Cl)cc2)c1
→ 5, 2, -3, -11, 6.2, -1, -1, -3, -31, 3.7
CCc1noc(C)c1C(=O)Nc1nc2ccc(OC)cc2s1
→ 3, 4, -5, -16, -0.5, -9, 12, -2, 3, -1.5
CC(C)CNC(=S)NC1CC2CCCC(C1)N2Cc1ccco1 (configuration not stated)
→ 2, 11, -26, 4, 2.2, -3, 10, -1, -12, 1.2
COc1ccccc1N(Cc1cc2ccc(C)cc2[nH]c1=O)C(C)=O
→ 4, 2, 16, 2, -0.5, -4, -5, -2, 3, 6.3
CCN(CCn1cccn1)Cc1cn[nH]c1-c1ccc(-c2ccccc2)cc1
→ 1, 1, 5, -2, 3.3, -5, -2, -5, -16, 1.2
COc1cc(C2CC(=O)NC3=C2C(=O)CC(C)(C)C3)ccc1O (configuration not stated)
→ -3, 0, -1, 12, -2.0, -3, 0, 0, 11, -0.4
CCCS(=O)(=O)N1CCCC(C(=O)NC(C)c2ccc3c(c2)OCCO3)C1 (configuration not stated)
→ -1, 1, 14, 5, -0.6, 5, -5, -2, 3, -1.5
CCOC(=O)C1=NOC2C(=O)N(c3ccc(Cl)cc3Cl)C(=O)C12 (configuration not stated)
→ -2, 3, -10, 2, -0.2, -6, 4, 4, 1, -0.8
Cc1ccc(-c2ccc(=O)n(Cc3ccc(F)cc3Cl)n2)cc1
→ 5, -4, -25, -4, 3.0, -5, 7, -7, -14, -3.9
CCOc1ccccc1NC(=O)CC1Nc2cc(C)c(C)cc2NC1=O (configuration not stated)
→ 0, 6, 2, -4, -1.4, -4, -1, 0, 8, 0.2
O=C1NC(=O)/C(=C/c2cccc3ccccc23)S1
→ u, -3, -5, -4, -1.7, 2, 1, -5, 9, -2.1
Cc1nc(Nc2nc(CSc3ccc(Cl)cc3)cc(=O)[nH]2)nc2ccccc12
→ -4, -2, -26, 7, -2.7, 5, 0, -2, 15, 2.3
COCCN(C(=O)CCl)C(C(=O)NC1CCCCC1)c1ccccc1C (configuration not stated)
→ 1, -2, 6, 0, -1.7, 0, 2, 0, 9, 1.6
CN(C)c1ccc(C(=O)NC2CCCc3ccccc32)cc1 (configuration not stated)
→ -6, 1, 10, 7, -3.1, 1, -4, -3, 15, -0.7
COc1ccc(-n2nc(C(=O)NCc3cc(OC)ccc3OC)c3c4ccccc4n(C)c3c2=O)cc1
→ 2, -4, -4, 2, -3.6, -4, 2, -1, 18, -0.8
COc1ccc(/C=c2/sc3n(c2=O)NC2(c4ccccc4)N(C)C(=O)N(C)C2(c2ccccc2)N=3)cc1 (configuration not stated)
→ -6, 7, -4, -5, -2.3, 4, -3, -3, 11, -0.4
CCN(CC(=O)Nc1ccc(Br)cc1)CC(=O)Nc1cc(C)on1
→ 1, 7, -11, -1, -0.1, -3, 4, 5, 0, 0.6
O=C(O)C1CCCCC1C(=O)Nc1ccc(OCc2ccccc2)cc1 (configuration not stated)
→ -8, -1, -7, 9, -1.9, 0, 2, 9, 10, 0.8
Cc1cccc(N(CC(=O)NC(C)(C)C)C(=O)CS(=O)CC(=O)Nc2ccc3c(c2)OCO3)c1 (configuration not stated)
→ -1, 0, 20, 5, 0.0, -11, 5, x, 0, -1.3
Cc1ccnc(NC(=O)C(Cc2ccccc2)NC(=O)c2ccccc2)c1 (configuration not stated)
→ -4, -2, -12, 1, -0.6, 6, 5, x, 3, -0.6
CCCCc1ncc(CN2CCC(CC3CCCCO3)(C(=O)OCC)CC2)[nH]1 (configuration not stated)
→ 1, 0, 8, 1, -2.0, -2, 2, x, 11, -0.4
c1ccc(-c2nnc(-c3ccccc3)o2)cc1
→ 3, -1, -2, 0, -1.2, -3, 1, -3, 7, 0.3
CC(=O)Nc1nc(-c2ccccc2)nc(C)c1C(C)=O
→ -5, 1, -18, -7, -2.7, 4, 5, -6, 15, -2.4
O=C(O)/C=C/C(=O)Nc1ccc(Cc2ccc(NC(=O)/C=C/C(=O)O)cc2)cc1
→ -1, 1, 9, -3, -2.7, -6, -2, -1, 14, 37
O=S(=O)(c1ccc(S(=O)(=O)n2cnc3ccccc32)cc1)N1CCCCCC1
→ 1, 1, 6, 0, -2.1, -3, -2, -4, 9, -1.3
COc1ccccc1N(CC(=O)N/N=C(\C)c1cccc(Br)c1)S(C)(=O)=O
→ 0, -3, -9, -1, -1.6, -1, 3, -3, 8, 1.0
COCCCn1c(=O)/c(=C\c2ccccc2OC(C)C)s/c1=C(/C#N)C(=O)Nc1ccc(C(=O)O)cc1
→ -50, -124, -2, 18, -0.3, -25, 1, -1, 1, 28
CCC(=O)N(Cc1ccc(S(N)(=O)=O)cc1)C1CC(=O)N(c2ccc(OC)cc2)C1=O (configuration not stated)
→ 1, 4, -4, 1, -0.2, -10, 2, -4, 1, -5.1
CN(C)S(=O)(=O)c1ccc(N2CCCC2)c(C(=O)NC(c2ccccc2)c2ccccc2)c1
→ -1, 0, 0, 1, 0.9, -9, 0, -3, -4, -0.7
Cc1cc(Cl)c2oc(C(=O)NC3CCC(O)CC3)c(C)c2c1 (configuration not stated)
→ 3, 9, -17, 2, -2.8, -10, 6, -2, 14, -0.2
COc1cccc(C2CC(C(F)(F)F)n3ncc(C(=O)Nc4c(C)n(C)n(-c5ccccc5)c4=O)c3N2)c1 (configuration not stated)
→ -1, -8, 3, -10, -2.3, -14, -4, -2, 14, -1.2
O=C(CCc1ccc(S(=O)(=O)NC2CCCCC2)cc1)NCc1ccccn1
→ 0, 3, -1, 4, -2.3, -7, 0, 0, 12, -1.1
COc1ccc(Cl)cc1S(=O)(=O)N1CCN(Cc2ccc3c(c2)OCO3)CC1
→ -3, 2, -24, -2, -1.7, -5, 2, 1, 8, -1.1
CCC(=O)Nc1cc2c(cc1C(=O)CC)OCCO2
→ 1, -2, -6, 4, -3.0, 4, -6, -2, 17, -0.2
CCOCCCNC(=O)C1CCCN(S(=O)(=O)c2cccc3nsnc23)C1 (configuration not stated)
→ 1, 1, 2, -3, -2.8, 0, -1, -1, 15, -0.8
O=C(Nc1ccccc1C(=O)N1CCCCCC1)c1cccc(S(=O)(=O)N2CCOCC2)c1
→ -1, -2, -13, -5, -3.2, -3, -1, -4, 18, 0.0
CCOc1ccc(NC(=O)CSc2nnc(C)n2CC2CCCO2)cc1 (configuration not stated)
→ -3, 1, -21, 0, 0.1, -15, 5, 0, -1, -2.5
CCN(CC(=O)NC1CC1)S(=O)(=O)c1ccccc1
→ 1, 2, 8, -5, -4.5, -7, -1, -3, 15, 1.9
NC(=O)CSc1nc2ccccc2nc1SCC(N)=O
→ -6, 3, -22, 12, 1.1, -5, 2, -2, -5, 1.1
CC(=O)Nc1ccc(S(=O)(=O)Nc2cccc(S(=O)(=O)N(C)c3ccccc3)c2)cc1
→ -4, 2, -13, -10, 0.2, 0, 2, -1, -1, 1.3
CCCS(=O)(=O)N1CCC(C(=O)NCc2ccc(F)cc2)CC1
→ -2, 2, -7, -22, 0.8, -1, -1, -1, -5, -0.2
Cc1nc2sccn2c1P(c1c(C)nc2sccn12)c1c(C)nc2sccn12
→ -3, -2, -8, 0, -2.2, -11, -1, -2, 13, -1.8
COc1cccc(/C=N/NC(=O)CC2C(=O)NN=C2C)c1OC (configuration not stated)
→ 4, -3, -35, 7, 3.7, -5, -1, -4, -21, -5.8
CC(C)COc1ccc(C(=O)N/N=C/c2ccoc2)cc1
→ -2, -8, -26, -6, -0.8, 3, 1, -1, 5, 0.3
CCOC(=O)c1oc2ccccc2c1COC(=O)CNC(=O)c1cccc(C)c1
→ 2, 2, 0, -1, 0.8, 1, 0, x, -3, 1.8
O=C(CN(C(=O)CCC(=O)Nc1nccs1)c1cccc(C(F)(F)F)c1)NCC1CCCO1 (configuration not stated)
→ -2, 3, 3, 3, -0.6, -2, -1, -4, 3, 0.6
CC(C)c1c(O)ccc2c1CC[C@H]1C(C)(C)CCC[C@]21C
→ 1, -7, -22, 1, 8.6, -1, 6, -2, -47, 0.2
O=C(CN1C(=O)c2cccc3cccc1c23)N1CCN(c2ccccc2)CC1
→ 4, -2, -6, 1, -1.7, -2, 1, 0, 10, -0.5
